PTK2B oligo ant: antagonists of human Pyk2 oligomerization | Q14289 | Q293 cells, Pyk2 FERM NanoBiT luminescence; stronger effect = lower value | z-score (the deposit names both 25 µM and 10 µM) | 99,000 compounds, 0.83% hits;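 active = Z-score of -3 or lower, scaled per plate to the spread of control and sample wells; inactive = z-score above -3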;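 note: negative z-score means lost luminescence so less FERM oligomerization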
Target sequence (Q14289 whole entry, looked up): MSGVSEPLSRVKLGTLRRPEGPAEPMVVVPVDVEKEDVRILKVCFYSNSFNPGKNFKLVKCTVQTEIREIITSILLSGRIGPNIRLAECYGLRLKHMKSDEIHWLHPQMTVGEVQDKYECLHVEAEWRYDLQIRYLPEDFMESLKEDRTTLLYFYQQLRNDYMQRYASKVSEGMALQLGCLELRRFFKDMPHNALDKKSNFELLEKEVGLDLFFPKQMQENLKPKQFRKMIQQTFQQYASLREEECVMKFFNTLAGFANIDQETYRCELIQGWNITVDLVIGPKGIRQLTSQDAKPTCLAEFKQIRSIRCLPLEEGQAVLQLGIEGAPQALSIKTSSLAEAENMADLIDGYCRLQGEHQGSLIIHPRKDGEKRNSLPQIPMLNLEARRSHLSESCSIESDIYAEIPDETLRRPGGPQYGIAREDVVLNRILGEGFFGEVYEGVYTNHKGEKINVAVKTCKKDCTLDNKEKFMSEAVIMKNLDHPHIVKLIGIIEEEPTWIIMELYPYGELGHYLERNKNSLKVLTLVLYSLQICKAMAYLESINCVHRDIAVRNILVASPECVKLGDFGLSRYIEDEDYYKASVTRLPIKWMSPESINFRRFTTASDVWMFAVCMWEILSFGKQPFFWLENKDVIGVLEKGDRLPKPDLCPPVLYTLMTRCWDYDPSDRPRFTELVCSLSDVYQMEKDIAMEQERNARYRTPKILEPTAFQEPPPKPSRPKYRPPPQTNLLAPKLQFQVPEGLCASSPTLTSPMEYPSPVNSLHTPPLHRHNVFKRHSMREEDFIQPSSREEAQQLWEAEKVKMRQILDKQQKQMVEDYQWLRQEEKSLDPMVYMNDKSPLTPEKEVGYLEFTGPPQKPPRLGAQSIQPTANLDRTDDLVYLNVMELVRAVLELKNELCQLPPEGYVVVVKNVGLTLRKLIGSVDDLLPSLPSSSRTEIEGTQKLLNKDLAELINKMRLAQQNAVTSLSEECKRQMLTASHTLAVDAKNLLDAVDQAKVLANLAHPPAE
PLAP activator: activates human placental alkaline phosphatase. purified PLAP enzyme, luminescent substrate read-out; stronger effect = higher value. activation fold at 20 µM. 96,000 compounds, 1.2% hits. AID 696; in the data active = activation fold above about 2
CYP2C19 inh: inhibitors of human CYP2C19; inhibition, % at 5 µM; CYP2C19 Supersomes, luciferin-H EGE luminescence, 30 min; 96,000 compounds, 21% hits; P33261;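 active = CYP2C19 inhibition above a set limit at 5 µM in the primary screen, cut at about 50% in these data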;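 note: plate controls were negative control wells for no effect and 2.5 mM tranylcypromine positive control for full effect; values of inactives mirror those of a sister screen read the other way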
Ecoli WT expand: E. coli BW25113 growth inhibition, expanded screen; growth inhibition, % at 100 µM; OD600 absorbance; 98,000 compounds, 0.15% hits;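 active = growth inhibition above about 50% at one test dose, limit read from the data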;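 note: growth measured after 20 h incubation at 37 °C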
CYP2C19 activ: increases human CYP2C19 enzyme activity | P33261 | 96,000 tested, under 10 active | recombinant CYP2C19, luciferin-H EGE luminescence; stronger effect = higher value; 0 = fully inhibited enzyme, 1 = untreated enzyme | activation factor at 5 µM;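 active = activation factor of at least 2 at 5 µM in the primary screen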;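 note: 0 = wells with 2.5 mM tranylcypromine and 1 = vehicle-only wells; values of inactives mirror those of a sister screen read the other way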
PostGolgi yeast: growth inhibition of a yeast mutant, post-Golgi transport screen; 98,000 compounds, 0.9% hits; inhibition, % at 10 µM; post-Golgi transport phenotypic cell assay; in the data active = inhibition above about 30%;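 note: yeast cells grown in 1536-well plates; yeast grown about 18 h at 30C before absorbance read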
CYP2C9 act: increases human cytochrome P450 2C9 activity. P11712. recombinant CYP2C9, luciferin-H conversion, luminescence; stronger effect = higher value; factor 1 = untreated enzyme, 0 = blocked. activation factor at 5 µM. 96,000 compounds, 1.4% hits;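 active = activation factor of 2 or more for CYP2C9 at a 5 µM dose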;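 note: 0 = sulfaphenazole-blocked wells and 1 = vehicle-only wells; values of inactives mirror those of a sister screen read the other way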
EphB4 ephrin blk: blocks human EphB4 binding to ephrin-B2. P54760. EphB4 LBD / TNYL-RAW-Alexa532 peptide, fluorescence polarization. inhibition, % at 7 µM. 97,000 compounds, 0.15% hits;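 active = inhibition above the screen-wide mean inhibition plus 3 SD, cut at about 15% in these data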;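 note: 0% = DMSO wells and 100% = excess unlabeled TNYL-RAW peptide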
CYP2C9 inhib: blocks human cytochrome P450 2C9. P11712. CYP2C9 Supersomes, luciferin-H conversion, luminescence. inhibition, % at 5 µM. 96,000 compounds, 20% hits. AID 777;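 active = blocking of liver enzyme CYP2C9 beyond about 50% at 5 µM, limit read from the data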; note: values of inactives mirror those of a sister screen read the other way
The depositor's hits bear a star; . = not tested or not shown.

#	molecule	PTK2B oligo ant	PLAP activator	CYP2C19 inh	Ecoli WT expand	CYP2C19 activ
1	Cn1cc(CC(=O)NCCCN2CCCC2)c2ccccc21	-0.4	0.9	10	2	0.9
2	Cc1cccc(NC(=S)N(CCN(C)C)C(C)c2ccccn2)c1 (stereo not drawn)	1.2	1.7	12	3	0.9
3	CCNC(=S)NNC(=O)CCn1c2ccccc2c2ccccc21	0.87	1	31	-6	0.7
4	CCn1c(NC(=O)c2cccs2)c(-c2cccs2)c(=O)c2ccccc21	-0.18	1.3	10	2	0.9
5	COc1ccc(/C(O)=C2/C(=O)C(=O)N(c3nc(C)c(C)s3)C2c2ccco2)cc1 (stereo not drawn)	0.6	1.4	59*	-3	0.4
6	Clc1ccc(Nc2nc(-c3cccs3)cs2)nc1	1.1	0.8	1	-12	1
7	CCOC(=O)/C(C#N)=C1/C=CN(Cc2ccccc2)C=N1	0.51	0.9	68*	6	0.3
8	CCS(=O)(=O)N1CCCC(C(=O)NCc2cccc(OC)c2)C1 (stereo not drawn)	-0.37	0.7	8	-8	0.9
9	CO/N=C\Cc1oc(=O)c(NC(=O)c2ccccc2)cc1C(=O)OC	1.6	1.3	10	-4	0.9
10	COc1cc(C2CC(=O)Nc3ccccc3S2)cc(OC)c1OC (stereo not drawn)	-0.35	1	64*	3	0.4
11	Cc1ccc(SCCNC(=O)CN2C(=O)c3ccccc3S2(=O)=O)cc1	0.73	1.1	61*	-12	0.4
12	COC(=O)C(C)Oc1ccc(-c2nccc(-c3cccs3)n2)cc1 (stereo not drawn)	-0.09	1.4	32	-6	0.7

#	PostGolgi yeast	CYP2C9 act	EphB4 ephrin blk	CYP2C9 inhib
1	-1	0.8	3	17
2	11	1	1	2
3	0	1.1	1	-14
4	-5	0.1	-5	93*
5	14	0.3	-8	70*
6	22	0.9	-2	12
7	15	0.4	4	57*
8	0	1	-7	1
9	-5	0.8	-2	20
10	-3	0.7	.	35
11	10	0.2	.	79*
12	2	0.4	1	65*

Next results:
#	molecule	PTK2B oligo ant	PLAP activator	CYP2C19 inh	Ecoli WT expand	CYP2C19 activ
13	Cn1c(Oc2ccc(Cl)cc2)c(C=O)c2ccccc21	-1.7	1	58*	-5	0.4
14	COC(=O)Cc1nc2ccccc2[nH]1	-0.59	1.2	3	-1	1
15	Cn1c(CN2CCCCC2)nc2cc(NC(=O)c3ccccc3)ccc21	1.1	1.5	7	1	0.9
16	CCCCCCc1nnc(N)s1	1.1	0.9	25	11	0.7
17	C=CCOc1ccc(CN(C)CC(=O)N(CC(C)C)c2c(N)n(CC(C)C)c(=O)[nH]c2=O)cc1	1.4	1.7	18	0	0.8
18	O=C(Nc1nccs1)C1CCCN1S(=O)(=O)c1ccc(F)cc1 (stereo not drawn)	0.32	0.9	39	-2	0.6
19	Cn1c(=O)c2c(nc(N3CCOCC3)n2CC(=O)c2ccccc2)n(C)c1=O	.	1.1	-4	.	1
20	O=S(=O)(c1cccc(Cl)c1Cl)N1CCCCC1	-1.1	0.9	83*	12	0.2
21	Cc1sc(NC(=O)CCl)c(C(=O)c2ccccc2)c1C	0.85	0.9	22	-3	0.8
22	COc1ccc(C(=O)Cn2c(=O)c(CCC(=O)O)nn3c4ccccc4nc23)cc1OC	0.68	1.3	-13	-3	1.1
23	CC1=C(C(=O)OC(C)C)C(c2ccccc2Cl)CC(=O)N1 (stereo not drawn)	-0.57	1.3	87*	-8	0.1
24	O=C(c1ccco1)N1CCN(Cc2nnnn2CCc2ccccc2)CC1	-0.43	1	13	-4	0.9

#	PostGolgi yeast	CYP2C9 act	EphB4 ephrin blk	CYP2C9 inhib
13	1	0.7	6	30
14	0	0.9	-1	8
15	-2	1	4	2
16	-3	0.7	-3	28
17	0	0.8	3	18
18	-3	0.4	-4	62*
19	.	1	.	0
20	17	2.7*	-4	-170
21	12	0.9	-3	11
22	-3	1.1	-7	-9
23	5	0.9	-15	7
24	1	0.9	0	14

Later entries:
#	molecule	PTK2B oligo ant	PLAP activator	CYP2C19 inh	Ecoli WT expand	CYP2C19 activ
25	COc1ccc(Nc2nc(C)cc(C)c2C(N)=O)cc1	0.45	0.8	-6	-6	1.1
26	CC(C)(Oc1ccc(Cl)cc1)C(=O)N/N=C/c1cn[nH]c1-c1ccccc1	0.28	2.8*	72*	4	0.3
27	COc1cccc(CNC(=O)C2CCCN(c3nn4c(=O)cc(C)nc4s3)C2)c1 (stereo not drawn)	1.3	1.4	8	0	0.9
28	O=C(CCCc1ccccc1)Nc1cccnc1	0.61	0.9	75*	7	0.3
29	Cc1n[nH]c(C)c1N=Nc1cc(Cl)ccc1Cl	-1.2	1.1	31	-12	0.7
30	CC1CCC(C(C)C)C(OC(=O)CSc2nc(N)cc(=O)[nH]2)C1 (stereo not drawn)	1.7	1.1	9	1	0.9
31	COc1cc2c(C)nc(C)c(C#N)c2cc1OC	-0.24	0.9	-6	-13	1.1
32	COc1ccc(N2C(=O)NC3CC2(C)Oc2ccc(Br)cc23)cc1OC (stereo not drawn)	-0.46	1.4	50	-5	0.5
33	COC(=O)c1cc(Br)c(=O)n(CC(C)C)c1	0.31	1.1	27	-6	0.7
34	CCN(CC)c1ccc(NC(=O)c2ccco2)cc1	0.31	0.9	31	-7	0.7
35	O=C(NCc1ccccc1)c1cccc(S(=O)(=O)N2CCOCC2)c1	-0.04	1	36	6	0.6
36	O=C(/C=C/c1ccccc1)N1CCC(Cc2ccccc2)CC1	.	0.9	36	0	0.6

#	PostGolgi yeast	CYP2C9 act	EphB4 ephrin blk	CYP2C9 inhib
25	2	1.1	-5	-9
26	-4	0.3	5	72*
27	-6	1	.	-4
28	-2	0.5	-3	50*
29	-16	0.7	-5	28
30	-15	1.1	0	-8
31	3	1	-6	0
32	0	0.3	-1	74*
33	-4	0.9	2	6
34	-3	0.9	.	6
35	12	1	-1	0
36	2	0.8	5	24

An excerpt from above in order of formula weight, smallest number first:
#	molecule	PTK2B oligo ant	PLAP activator	CYP2C19 inh	Ecoli WT expand	CYP2C19 activ
28	O=C(CCCc1ccccc1)Nc1cccnc1	0.61	0.9	75*	7	0.3
31	COc1cc2c(C)nc(C)c(C#N)c2cc1OC	-0.24	0.9	-6	-13	1.1
34	CCN(CC)c1ccc(NC(=O)c2ccco2)cc1	0.31	0.9	31	-7	0.7
29	Cc1n[nH]c(C)c1N=Nc1cc(Cl)ccc1Cl	-1.2	1.1	31	-12	0.7
25	COc1ccc(Nc2nc(C)cc(C)c2C(N)=O)cc1	0.45	0.8	-6	-6	1.1
33	COC(=O)c1cc(Br)c(=O)n(CC(C)C)c1	0.31	1.1	27	-6	0.7
36	O=C(/C=C/c1ccccc1)N1CCC(Cc2ccccc2)CC1	.	0.9	36	0	0.6
23	CC1=C(C(=O)OC(C)C)C(c2ccccc2Cl)CC(=O)N1 (stereo not drawn)	-0.57	1.3	87*	-8	0.1
30	CC1CCC(C(C)C)C(OC(=O)CSc2nc(N)cc(=O)[nH]2)C1 (stereo not drawn)	1.7	1.1	9	1	0.9
24	O=C(c1ccco1)N1CCN(Cc2nnnn2CCc2ccccc2)CC1	-0.43	1	13	-4	0.9
32	COc1ccc(N2C(=O)NC3CC2(C)Oc2ccc(Br)cc23)cc1OC (stereo not drawn)	-0.46	1.4	50	-5	0.5
22	COc1ccc(C(=O)Cn2c(=O)c(CCC(=O)O)nn3c4ccccc4nc23)cc1OC	0.68	1.3	-13	-3	1.1

#	PostGolgi yeast	CYP2C9 act	EphB4 ephrin blk	CYP2C9 inhib
28	-2	0.5	-3	50*
31	3	1	-6	0
34	-3	0.9	.	6
29	-16	0.7	-5	28
25	2	1.1	-5	-9
33	-4	0.9	2	6
36	2	0.8	5	24
23	5	0.9	-15	7
30	-15	1.1	0	-8
24	1	0.9	0	14
32	0	0.3	-1	74*
22	-3	1.1	-7	-9

Later entries
#	molecule	PTK2B oligo ant	PLAP activator	CYP2C19 inh	Ecoli WT expand	CYP2C19 activ
37	Cc1nc2c(-c3ccc(F)cc3)c(C)nn2c(C)c1CCC(=O)N1CCC(Cc2ccccc2)CC1	.	1.7	30	-13	0.7
38	N#C/C(=C(/O)c1ccco1)c1nc2ccccc2s1	-1	1	7	-2	0.9
39	CN1CCc2c(sc3c2c(=O)n(-c2ccccc2)c2nncn32)C1	1.1	1	-8	-8	1.1
40	CCCCn1ccc(=O)c2c(C(F)(F)F)nccc21	0.26	0.8	-8	3	1.1
41	COC(=O)c1cc(OC)c(OC)c(OC)c1N	0.14	1	64*	-2	0.4
42	CCC(C)C(=O)N1c2ccccc2C(=C2SC(C(=O)OC)=C(C(=O)OC)S2)C(=S)C1(C)C (stereo not drawn)	-2.5	1.1	76*	-28	0.2
43	Cc1ccc(CNn2cnnc2SCC(=O)NC(C)(C)C)cc1	0.71	1	14	-2	0.9
44	CSc1ccc(S(=O)(=O)Nc2ccc3c(c2)OCCO3)cc1	.	1	68*	5	0.3
45	O=C(Cn1c(=O)oc2cc(S(=O)(=O)NCc3ccccc3)ccc21)NCc1ccco1	.	1.2	2	-3	1
46	O=C(O)CCCC(=O)Nc1ccc(N2CCCC2)cc1	-0.76	1.4	3	-1	1
47	COc1ccccc1N1CCN(c2cc(=O)n(-c3ccc(Cl)cc3)c(=O)[nH]2)CC1	.	1.3	-20	.	1.2
48	CC(/C=C/c1ccc(C)o1)=C\C(=O)O	1.3	1.1	0	-13	1

#	PostGolgi yeast	CYP2C9 act	EphB4 ephrin blk	CYP2C9 inhib
37	5	0.5	3	51*
38	-6	0.6	6	37
39	-2	1	-4	-5
40	20	1.1	1	-6
41	15	1.1	.	-14
42	-6	0.3	-2	72*
43	5	0.9	5	8
44	-5	0.5	.	48
45	-1	0.4	-4	61*
46	12	0.9	1	7
47	.	1.2	.	-17
48	-2	0.9	-2	11

The results go on:
#	molecule	PTK2B oligo ant	PLAP activator	CYP2C19 inh	Ecoli WT expand	CYP2C19 activ
49	COc1cc2c(cc1OC)CN(Cc1cccs1)CC2	0.58	1.4	66*	2	0.3
50	COc1cccc(Oc2ccc(N)cn2)c1	0.01	1.1	19	11	0.8
51	COc1ccc2nc(CC(C)(C)CC(=O)O)c[n+]([O-])c2c1	0.24	0.8	18	2	0.8
52	O=c1c2c3nc4ccccc4nc3n(-c3cccc(F)c3)c2ncn1Cc1ccc2c(c1)OCO2	.	1.2	-2	.	1
53	CC1CCCC(C)N1C(=O)C1CC(c2ccc(F)cc2)=NO1 (stereo not drawn)	0.27	0.9	9	4	0.9
54	O=C(c1ccc(Cl)c(F)c1F)N1CCCC1	1.1	1.1	14	4	0.9
55	Cc1ccc2c(c1)/C(=N/O)CCS2	0.6	0.9	1	17	1
56	O=C(Nc1ccc(N2CCN(C(=O)c3ccccc3)CC2)c(Cl)c1)c1cccnc1	-2.3	1.3	23	1	0.8
57	COCCn1nnnc1SCC(=O)c1ccc(F)cc1	-0.35	.	.	5	.
58	CCC(C)Cn1c(C(C)O)nc2ccccc21 (stereo not drawn)	0.72	1	1	0	1
59	O=c1oc2ccc(Br)cc2cc1-c1nc2ccccc2o1	0.83	0.9	4	-11	1
60	CCOc1cc(C2Nc3ccccc3C(=O)N2c2ccccc2OC)ccc1O (stereo not drawn)	0.34	1.1	21	7	0.8

#	PostGolgi yeast	CYP2C9 act	EphB4 ephrin blk	CYP2C9 inhib
49	-10	0.8	.	18
50	-9	1.1	-7	-6
51	-2	1	1	4
52	.	1	.	0
53	-6	0.8	3	15
54	-6	1	2	-1
55	-4	1	-2	-4
56	-3	0.7	-1	32
57	0	.	-3	.
58	2	0.8	2	17
59	8	0.9	5	10
60	-2	0.5	-1	52*

Screening results deposited in PubChem by several laboratories.
